# NF-kB expr up – NF-kB expression increase, human neuronal cells; NF-kB reporter expression; stronger effect = higher value; fold change at 12.5 µM; hit rate 1.6% among 190,000; AID 1239; in the data active = fold change above about 3.3
# STAT3 inh – reduces IL-6 driven STAT3 reporter signal; U3A cells, IL-6 STAT3-luciferase reporter, luminescence; host cell line lacks STAT1; inhibition, % at 5.5 µM; hit rate 0.89% among 190,000; AID 862;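 active = inhibition above the mean inhibition across all screened compounds plus 3 SD, cut at about 44% in these data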;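 also: 0% = DMSO only wells and 100% = 100 µM nifuroxazide control wells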
# Hsp70 act – switches on Hsp70 transcription | HeLa Hsp70 promoter luciferase reporter, luminescence; scaled: vehicle 0, proteasome-inhibitor control 100% | activation, % at 10 µM | hit rate 0.04% among 200,000 | AID 1203;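 active = activation above the mean across all tested compounds plus 3 SD, cutoff set per campaign, cut at about 5.5% in these data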;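 also: 100% = MG132 at 30 µM as the positive control and 0% = DMSO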
# STAT1 activator – STAT1 signaling activation; NIH 3T3 STAT1-luciferase reporter, IFN-gamma, luminescence; 100% = IFN-gamma alone, no compound; activation (% of control), % at 5.5 µM; hit rate 2.6% among 200,000; AID 932;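 active = activation above the screen-wide mean activation plus 3 SD, cut at about 130% in these data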;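 also: raw ratio to IFN-gamma control signal so 100% means no change and 0% no light; values of inactives mirror those of a sister screen read the other way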
# APP 5'UTR act – activates APP 5'UTR luciferase reporter; SH-SY5Y APP 5'UTR luciferase reporter, luminescence; zero percent = DMSO vehicle wells; activation, % at 2 µM; hit rate 1% among 190,000; AID 1276;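 active = activation above a set limit, based on mean plus 3 SD of controls, cut at about 140% in these data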; also: values of inactives mirror those of a sister screen read the other way
# STAT1 inh – inhibitors of IFN-gamma induced STAT1 signaling; NIH 3T3 STAT1-luciferase reporter, luminescence; inhibition, % at 5.5 µM; hit rate 0.35% among 200,000;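 active = inhibition above a set limit, the mean inhibition across all tested compounds plus 3 SD, cut at about 34% in these data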;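 also: 0% = IFN-gamma with DMSO and 100% = IFN-gamma with 300 µM nifuroxazide; values of inactives mirror those of a sister screen read the other way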
# Redox H2O2 prof – compounds producing H2O2 with reducing agent – biochemical, NIH compound library profiling, artefact control for MLSCN library redox annotation, primary screen. DTT-dependent redox cycling H2O2, phenol red/HRP absorbance; 100% = 100 µM peroxide control, 0% = buffer. activation, % at 10 µM. hit rate 0.03% among 200,000. AID 878;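 active = activation of at least 50% relative to the plate's high and low controls in the primary single-dose screen; inactive = activation below 50%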;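 also: compound incubated with DTT at 0.8 mM final as the reducing agent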
# HMGR II inh – E. faecalis class II HMG-CoA reductase inhibition. purified E. faecalis HMGR, NADPH absorbance 340 nm kinetic. hit rate 0.41% among 190,000. inhibition, % at 10 µM. AID 1066;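 active = inhibition above a set limit, the median over all tested compounds plus 3 SD, cut at about 9.5% in these data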;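 also: enzyme runs in reverse so mevalonate oxidation gives rising NADPH absorbance; 0% = complete reaction with DMSO and 100% = background rate lacking mevalonate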
# STAT3 activator – STAT3 signaling activation. U3A cells, IL-6 STAT3-luciferase reporter, luminescence; 100% = signal with IL-6 EC80 alone. hit rate 0.91% among 190,000. activation (% of control), % at 5.6 µM. AID 871;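 active = activation above the screen-wide mean of compound activation plus 3 SD, cut at about 130% in these data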;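 also: 0% = background luminescence of wells with medium and substrate only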
#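 Test system: human U3A cells carrying STAT3-luciferase construct; control set: IL-6-only wells as 100% reference; timing: compound pre-incubation 1 h before IL-6, then 6 h stimulation at 37 °C; also added: IL-6 stimulus at 33 ng/mL final; evaluation: % activation versus median of IL-6-stimulated wells; detection: reporter luminescence signal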
# TLR4 MyD88 comp – blocks binding of human TLR4 to MyD88 | HeLa CL3-4 TLR4/MyD88 BLA complementation, FRET ratio | O00206+Q99836 | inhibition, % at 8.4 µM | AID 861 | hit rate 0.18% among 200,000; in the data active = inhibition above about 25%;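 also: 0% = vehicle and 100% = reference inhibitor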
# Target sequence (O00206 whole entry, looked up): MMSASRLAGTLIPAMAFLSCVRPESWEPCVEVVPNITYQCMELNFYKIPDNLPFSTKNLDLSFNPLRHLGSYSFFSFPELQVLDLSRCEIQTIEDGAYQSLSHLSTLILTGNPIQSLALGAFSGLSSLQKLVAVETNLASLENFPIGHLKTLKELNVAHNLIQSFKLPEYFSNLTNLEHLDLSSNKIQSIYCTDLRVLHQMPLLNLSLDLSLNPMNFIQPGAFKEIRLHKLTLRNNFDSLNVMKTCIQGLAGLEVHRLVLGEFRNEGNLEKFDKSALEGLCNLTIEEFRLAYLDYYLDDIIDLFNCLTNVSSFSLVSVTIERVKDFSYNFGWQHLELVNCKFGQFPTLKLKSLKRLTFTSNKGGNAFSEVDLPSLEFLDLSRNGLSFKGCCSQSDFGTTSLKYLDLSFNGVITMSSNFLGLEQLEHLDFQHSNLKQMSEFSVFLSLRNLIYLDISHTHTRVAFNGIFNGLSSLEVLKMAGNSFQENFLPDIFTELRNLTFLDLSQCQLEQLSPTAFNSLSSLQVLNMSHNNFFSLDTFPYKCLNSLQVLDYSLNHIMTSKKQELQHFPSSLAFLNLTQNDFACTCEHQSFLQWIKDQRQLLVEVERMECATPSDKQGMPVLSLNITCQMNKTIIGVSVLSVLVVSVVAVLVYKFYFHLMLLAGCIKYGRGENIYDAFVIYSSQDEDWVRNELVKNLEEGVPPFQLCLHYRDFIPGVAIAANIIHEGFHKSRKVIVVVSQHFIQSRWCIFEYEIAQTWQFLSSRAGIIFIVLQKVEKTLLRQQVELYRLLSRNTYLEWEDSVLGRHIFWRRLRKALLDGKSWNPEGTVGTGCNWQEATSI
# Target sequence (Q99836 whole entry, looked up): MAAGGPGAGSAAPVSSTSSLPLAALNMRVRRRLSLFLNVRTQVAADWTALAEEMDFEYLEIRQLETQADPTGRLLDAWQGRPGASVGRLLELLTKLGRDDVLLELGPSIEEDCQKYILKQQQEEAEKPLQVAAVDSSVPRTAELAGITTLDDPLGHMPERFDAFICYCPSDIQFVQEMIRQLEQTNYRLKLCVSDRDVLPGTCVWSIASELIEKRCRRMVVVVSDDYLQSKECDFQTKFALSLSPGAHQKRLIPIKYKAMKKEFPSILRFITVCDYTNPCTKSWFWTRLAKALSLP
# * = called active by the depositor; . = no result given.
1: O=C(NC(=Nc1nc2ccccc2o1)NC(=O)c1ccccc1)c1ccccc1
2: O=C(CSc1nc(-c2ccccc2)cs1)Nc1cccc([N+](=O)[O-])c1
3: CCN(CC)CCNC(=O)c1cccc(NC(=O)C(=O)c2ccccc2NC(C)=O)c1
4: Cc1ccc(NS(=O)(=O)c2cccc(C(=O)OCC(=O)NCc3ccco3)c2)cc1
5: O=S(=O)(c1cccs1)N1CN(Cc2cccs2)c2nc3ccccc3nc21
6: Cc1ccc(N=C(NO)c2nonc2N)c(C)c1
7: COc1ccc(OC)c(NC(=O)CSc2nc3c(c(=O)n(C)c(=O)n3C)n2C)c1
8: COC(=O)c1[nH]cnc1C(=O)c1ccccc1
screen / no.	1	2	3	4	5	6	7	8
NF-kB expr up	1.52	1.12	1.12	0.92	1	0.93	0.6	0.95
STAT3 inh	19.7	23.7	-3.1	9.9	-6.7	7.2	7.0	2.4
Hsp70 act	-0.1	-0.2	-0.2	-0.2	-0.4	-0.5	-0.1	0.1
STAT1 activator	95.1	98.9	100.4	99.3	99.3	94.4	96.0	107.6
APP 5'UTR act	77.6	11.1	13.8	2.6	5.2	17.7	4.8	-9.8
STAT1 inh	5.4	1.2	-2.0	2.1	0.8	5.5	4.3	-8.3
Redox H2O2 prof	0.4	0.8	-0.1	-3.2	3.6	0.1	-1.6	2.5
HMGR II inh	-2.7	-3.6	0.1	0.0	-0.3	-0.4	1.6	-0.7
STAT3 activator	85.7	82.9	103.7	95.4	108.8	95.1	97.5	100.4
TLR4 MyD88 comp	-6.2	-2.8	0.2	10.9	2.3	6.2	3.7	-24.4

9: COc1ccc(N2C(=O)[C@@H]3Cc4ccccc4CN3C2=O)cc1
10: Cc1nnsc1C(=O)N1CCCC(C(=O)c2ccc(C(F)(F)F)cc2)C1 (stereo not drawn)
11: COc1ccc(C(N)CCc2ccc(C)o2)cc1 (stereo not drawn)
12: COC(CNC(=O)c1cccnc1)OC
13: O=C1C2N=NN(CC(=O)N3N=C(c4ccccc4)CC3c3ccc([N+](=O)[O-])cc3)C2C(=O)N1c1ccccc1 (stereo not drawn)
14: CCOC(=O)c1ccc(COC(=O)CNS(=O)(=O)c2ccccc2)cc1
15: CC1CN(C(=O)c2ccc(CNS(=O)(=O)c3cccc(C(F)(F)F)c3)cc2)CC(C)O1 (stereo not drawn)
16: CC(=O)c1ccc(NC(=S)NCc2cccnc2)cc1
screen / no.	9	10	11	12	13	14	15	16
NF-kB expr up	1.31	.	1.28	0.93	1.59	1.25	0.98	0.83
STAT3 inh	24.9	13.4	-2.4	0.3	10.1	3.0	-6.3	13.1
Hsp70 act	-0.4	-0.2	-0.2	0.2	-0.3	0.0	-0.1	-0.3
STAT1 activator	100.3	91.9	98.1	89.2	114.3	104.9	96.4	96.0
APP 5'UTR act	6.0	-24.7	2.2	9.2	6.1	-5.8	-9.0	-13.4
STAT1 inh	-0.4	7.3	2.1	10.2	-18.8	-7.7	3.9	2.9
Redox H2O2 prof	2.4	-0.9	1.6	-0.2	-0.2	-1.0	0.6	-0.8
HMGR II inh	0.1	-4.5	0.5	-3.7	1.9	-1.6	-2.1	2.0
STAT3 activator	86.6	92.6	103.8	104.3	95.5	102.5	106.0	92.4
TLR4 MyD88 comp	-10.9	-16.9	9.8	-14.6	-0.7	-9.8	-4.5	15.8

17: COc1ccc(NC(=O)Cn2cnc3ccccc3c2=O)cc1OC
18: Cn1c(=O)[nH]c(=O)c2c1nc(CN1CCN(c3ccc(F)cc3)CC1)n2CCCc1ccccc1
19: O=C(CCSc1ccccc1)OCn1nnc2ccccc2c1=O
20: Cc1ccc2c(c1Br)/C(=N/N1C(=O)c3ccccc3C1=O)C(=O)N2
21: Cc1ccccc1NC(=O)C(C)O/N=C/c1cccc([N+](=O)[O-])c1 (stereo not drawn)
22: Cc1ccc(-n2nnnc2SCCNS(=O)(=O)c2ccccc2)cc1C
23: Oc1ccc(-c2csc(NCc3ccco3)n2)cc1
24: CC1CC(C)CN(C(=O)c2ccc(C#N)cc2)C1 (stereo not drawn)
screen / no.	17	18	19	20	21	22	23	24
NF-kB expr up	0.98	0.69	1.39	1.18	1.1	0.92	3.67*	1.21
STAT3 inh	-3.7	14.4	-0.4	5.3	10.8	9.3	8.7	-3.4
Hsp70 act	-0.1	0.1	-0.1	-0.2	-0.5	-0.3	0.0	-0.2
STAT1 activator	100.3	104.0	100.2	93.4	101.1	90.2	114.5	91.0
APP 5'UTR act	13.4	5.3	4.8	5.7	-10.5	13.4	24.1	31.3
STAT1 inh	0.2	-4.4	-2.1	7.3	-1.2	10.7	-16.0	9.5
Redox H2O2 prof	-0.3	2.0	-1.8	-8.5	0.0	1.9	-2.9	-1.9
HMGR II inh	-3.5	-7.5	-7.1	-4.9	-4.0	0.4	-5.9	-9.4
STAT3 activator	105.2	95.1	103.5	102.1	91.2	100.5	97.0	104.3
TLR4 MyD88 comp	-2.6	10.4	-0.2	6.6	2.4	-7.9	-3.9	2.3

# Records 16–24 from above:
16: CC(=O)c1ccc(NC(=S)NCc2cccnc2)cc1
17: COc1ccc(NC(=O)Cn2cnc3ccccc3c2=O)cc1OC
18: Cn1c(=O)[nH]c(=O)c2c1nc(CN1CCN(c3ccc(F)cc3)CC1)n2CCCc1ccccc1
19: O=C(CCSc1ccccc1)OCn1nnc2ccccc2c1=O
20: Cc1ccc2c(c1Br)/C(=N/N1C(=O)c3ccccc3C1=O)C(=O)N2
21: Cc1ccccc1NC(=O)C(C)O/N=C/c1cccc([N+](=O)[O-])c1 (stereo not drawn)
22: Cc1ccc(-n2nnnc2SCCNS(=O)(=O)c2ccccc2)cc1C
23: Oc1ccc(-c2csc(NCc3ccco3)n2)cc1
24: CC1CC(C)CN(C(=O)c2ccc(C#N)cc2)C1 (stereo not drawn)
screen / no.	16	17	18	19	20	21	22	23	24
NF-kB expr up	0.83	0.98	0.69	1.39	1.18	1.1	0.92	3.67*	1.21
STAT3 inh	13.1	-3.7	14.4	-0.4	5.3	10.8	9.3	8.7	-3.4
Hsp70 act	-0.3	-0.1	0.1	-0.1	-0.2	-0.5	-0.3	0.0	-0.2
STAT1 activator	96.0	100.3	104.0	100.2	93.4	101.1	90.2	114.5	91.0
APP 5'UTR act	-13.4	13.4	5.3	4.8	5.7	-10.5	13.4	24.1	31.3
STAT1 inh	2.9	0.2	-4.4	-2.1	7.3	-1.2	10.7	-16.0	9.5
Redox H2O2 prof	-0.8	-0.3	2.0	-1.8	-8.5	0.0	1.9	-2.9	-1.9
HMGR II inh	2.0	-3.5	-7.5	-7.1	-4.9	-4.0	0.4	-5.9	-9.4
STAT3 activator	92.4	105.2	95.1	103.5	102.1	91.2	100.5	97.0	104.3
TLR4 MyD88 comp	15.8	-2.6	10.4	-0.2	6.6	2.4	-7.9	-3.9	2.3

# The list continues:
25: Cc1ccc(C2C3CSCC=C3C(C#N)=C(N)C2(C#N)C#N)cc1 (stereo not drawn)
26: C=CCNc1nc(NCCN2CCOCC2)nc(OC)n1
27: COc1ccc(OC)c(Nc2nc(=O)c3cccnc3s2)c1
28: COc1ccc(-n2nc(C(=O)O)nc2-c2ccccc2)cc1
29: CCCCc1nc(NCc2ccccc2)c(C#N)c2c1CCCC2
30: Cc1nc2ncnn2c(C)c1CCC(=O)NC(C)c1ccc2c(c1)OCCO2 (stereo not drawn)
31: O=C(O)C1CCCCC1C(=O)NCc1ccncc1 (stereo not drawn)
32: CC(=O)NC(CC(=O)Nc1cccc(S(=O)(=O)N2CCCCC2)c1)c1ccccc1 (stereo not drawn)
screen / no.	25	26	27	28	29	30	31	32
NF-kB expr up	0.94	1.03	1.49	1.13	1.01	0.99	1.28	1.07
STAT3 inh	-3.9	1.4	7.8	-2.7	1.0	3.5	-4.3	16.9
Hsp70 act	0.0	0.1	0.0	-0.2	0.3	0.0	-0.3	-0.2
STAT1 activator	101.1	107.9	108.5	100.9	91.3	100.4	106.7	98.7
APP 5'UTR act	9.2	68.7	-1.9	5.0	7.5	1.8	8.8	-23.2
STAT1 inh	-3.0	-8.7	-8.8	-1.0	9.8	-0.4	-7.6	1.4
Redox H2O2 prof	-0.7	1.7	0.3	0.1	0.3	1.8	-0.4	1.9
HMGR II inh	2.4	-4.7	2.6	-6.4	-1.5	-0.1	1.2	3.0
STAT3 activator	107.0	103.2	100.5	102.5	97.4	102.5	106.0	91.5
TLR4 MyD88 comp	-5.6	-2.8	-5.0	-13.4	-14.1	-13.1	-10.6	11.0

33: CC(=O)NC1(C(F)(F)F)N=C2SCCN2C1=O (stereo not drawn)
34: CCCN1CCN(CCCNC(=S)Nc2ccc(F)cc2)CC1
35: O=C(CCNC(=O)OCc1ccccc1)NC1CCCCC1
36: CS(=O)(=O)c1ccc(SCC(=O)NC2CCS(=O)(=O)C2)c([N+](=O)[O-])c1 (stereo not drawn)
37: Cc1csc(SC(C)C(=O)NCC(=O)Nc2ccc(F)c(F)c2F)n1 (stereo not drawn)
38: Cc1ccc(C)c2c1cc(C)c1nnc(SCC(=O)c3cccs3)n12
39: CC(=O)NC(CCS(C)(=O)=O)C(=O)Nc1ccc2c(c1)OCO2 (stereo not drawn)
40: CS(=O)(=O)N1CCN(c2ccc([N+](=O)[O-])c(NCc3cccnc3)c2)CC1
41: CCN(CC)c1ccc(NC(=O)c2cccc(OC)c2)c(C)c1
42: Cc1ccc(CNC(=O)C2CNc3cc(C)ccc3O2)cc1 (stereo not drawn)
43: COc1ccc(-c2csc(NC(=S)NC(=O)c3ccco3)n2)cc1
screen / no.	33	34	35	36	37	38	39	40	41	42	43
NF-kB expr up	0.99	1.13	1.06	1.12	1.07	0.97	1.13	1.09	1.29	1.05	0.91
STAT3 inh	1.7	7.7	1.0	5.1	-2.8	1.1	-4.6	7.2	12.3	5.4	3.0
Hsp70 act	0.5	-0.1	-0.1	-0.2	-0.2	-0.2	-0.3	0.8	-0.1	0.8	-0.4
STAT1 activator	106.4	98.7	91.0	95.5	106.0	103.3	106.3	98.2	106.1	99.4	101.9
APP 5'UTR act	7.4	-18.1	12.5	-6.1	22.7	15.4	32.6	6.1	18.6	-0.4	40.7
STAT1 inh	-2.1	-0.7	10.1	3.0	-8.7	-3.7	-9.8	0.6	-6.6	0.7	-3.2
Redox H2O2 prof	0.1	-0.9	-0.5	-1.9	-0.2	0.0	0.3	0.5	1.9	-0.2	-1.3
HMGR II inh	-0.7	-9.9	-4.0	-0.4	-2.6	-4.9	1.9	1.7	-1.7	-0.5	-2.7
STAT3 activator	98.5	99.4	99.8	98.8	110.8	99.8	103.0	100.5	91.5	99.5	100.4
TLR4 MyD88 comp	-4.8	1.1	6.9	-3.1	-8.8	11.1	-12.1	5.0	3.5	-4.1	0.8
